Apoferritin bind = binds horse apoferritin like a general anesthetic; P02791; apoferritin/1-aminoanthracene competitive binding, fluorescence; Potency, µM (highest dose often 77.5 µM), inactives show at the highest dose activity change, negative = displacement, actives largely listed as inhibitors; 350,000 tested, 0.074% active; AID 485281; note: potency is the fitted concentration of half-maximal effect; % is set by controls: 0 for no effect and ±100 for the full control effect; nearly all actives have a fitted effect of over 20% in size
Target sequence (P02791 2-175 limits assumed): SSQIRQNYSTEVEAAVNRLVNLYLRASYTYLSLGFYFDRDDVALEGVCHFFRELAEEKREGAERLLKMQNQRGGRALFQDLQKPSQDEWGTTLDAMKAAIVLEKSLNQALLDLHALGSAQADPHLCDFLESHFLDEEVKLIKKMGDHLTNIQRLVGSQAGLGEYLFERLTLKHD
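Concentration-response curves derived by four-parameter Hill fitting of normalized fluorescence, where compounds displaced 1-AMA from 10 uM horse apoferritin following a brief 10 min room-temperature incubation; propofol titration acted as positive control.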
RXFP1 antag = antagonists of human relaxin receptor RXFP1. Q9HBX9. 350,000 tested, 0.59% active. activity change, negative = inhibition, % at 57.5 µM. HEK293-RXFP1, relaxin-stimulated cAMP HTRF, 30 min; active compounds read low;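 active = activity change of -60% or lower, but not beyond a set lower limit; inconclusive = change between -60% and -40%, or beyond the set limit; inactive = change above -40%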; note: % is set by controls: 0 for no effect and ±100 for the full control effect
TRHR ag = agonists of human TRH receptor; 360,000 tested, 0.18% active; activation, % at 2 µM; P34981; TRHR cells, calcium flux fluo-8, FDSS agonist mode; in the data active = activation above about 30%; note: 0% is about no effect
Target sequence (P34981 whole entry, looked up): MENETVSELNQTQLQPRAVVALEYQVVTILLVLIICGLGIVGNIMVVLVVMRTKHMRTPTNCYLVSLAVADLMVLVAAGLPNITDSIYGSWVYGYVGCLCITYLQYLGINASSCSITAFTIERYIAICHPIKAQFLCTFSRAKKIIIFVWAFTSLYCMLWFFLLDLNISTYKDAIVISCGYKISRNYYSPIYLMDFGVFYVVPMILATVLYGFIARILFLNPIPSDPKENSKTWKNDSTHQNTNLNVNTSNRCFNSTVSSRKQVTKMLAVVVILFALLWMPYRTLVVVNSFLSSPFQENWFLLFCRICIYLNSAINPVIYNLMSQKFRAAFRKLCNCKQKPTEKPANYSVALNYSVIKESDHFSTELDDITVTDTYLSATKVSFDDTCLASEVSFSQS
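Read-out: compound-evoked intracellular calcium rise in TRHR cells, fluo-8 dye, kinetic FDSS fluorescence at 1 s/cycle following a 10-cycle baseline. Cells cultured overnight before dye loading (30 min–1.5 h, RT).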
D1 ag = activates the human D1 dopamine receptor. P21728. HEK293 T-REx D1 cells, calcium flux, agonist mode. activation, % at 2 µM. 360,000 tested, 1% active. AID 504660; in the data active = activation above about 30%; note: 0% is about no effect
Target sequence (P21728 whole entry, looked up): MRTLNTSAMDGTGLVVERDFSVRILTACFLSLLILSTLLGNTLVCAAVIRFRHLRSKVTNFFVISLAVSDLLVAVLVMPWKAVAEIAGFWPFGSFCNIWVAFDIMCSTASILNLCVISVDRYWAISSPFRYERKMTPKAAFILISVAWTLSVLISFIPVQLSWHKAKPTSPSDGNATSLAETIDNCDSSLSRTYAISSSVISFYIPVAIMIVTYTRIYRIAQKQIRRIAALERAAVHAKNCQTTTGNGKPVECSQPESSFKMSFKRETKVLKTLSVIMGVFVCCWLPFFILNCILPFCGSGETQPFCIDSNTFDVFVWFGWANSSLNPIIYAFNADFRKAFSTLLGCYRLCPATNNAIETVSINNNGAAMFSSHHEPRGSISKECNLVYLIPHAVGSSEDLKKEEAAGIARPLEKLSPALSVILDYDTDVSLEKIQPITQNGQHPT
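Agonism was scored from calcium flux recorded over 180 s (1 read/s) after pintool compound addition, following a 10-cycle baseline. Cells were inducible force-coupled HEK293 TREx D1, plated overnight at 30 C and loaded with no-wash calcium dye.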
D1 potentiator = human D1 dopamine receptor positive modulation | P21728 | HEK293 TREx D1 cells, calcium flux, dopamine EC20 potentiation | potentiation, % at 10 µM | 360,000 tested, 0.036% active | AID 504651; in the data active = potentiation above about 30%; note: 0% is about no effect
RXFP1 ag = activates the human relaxin receptor RXFP1; Q9HBX9; HEK293T-RXFP1 cAMP TR-FRET, 30 min; response scale: percent of porcine relaxin response, buffer zero; Potency, µM (titrated, usually from 57.5 µM), inactives show top-dose activation, usual class: activators; 370,000 tested, 0.3% active; AID 2676; note: potency is the fitted concentration of half-maximal effect; % is set by controls: 0 for no effect and ±100 for the full control effect; nearly all actives have a fitted effect of over 60% in size; many of its hits are not listed in these tables
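cAMP rise read by TR-FRET after 30 min, 37C compound exposure (up to 58 uM) in RXFP1-transfected HEK293 cells with Ro 20174 present. EC50 from Hill-equation fits, with 29 nM porcine relaxin as 100% and buffer as basal.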
TRHR enhancer = allosterically enhances the human TRH receptor | AID 493056 | TRHR cells, fluo-8 calcium fluorescence, EC20 TRH enhancement | enhancement, % at 2 µM | 360,000 tested, 0.66% active; in the data active = enhancement above about 30%; note: 0% is about no effect
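Enhancer read-out: after compound pinning and an initial kinetic agonist-mode read, an EC20 of TRH (10 nM final) was injected and fluo-8 calcium signal (Ex 480/Em 530) followed at 1 s/cycle for 100 cycles in TRHR-expressing cells.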
D1 antag = antagonists of human D1 dopamine receptor. HEK293 TREx D1 cells, calcium flux, dopamine EC80; active compounds read low. activity change, negative = inhibition, % at 10 µM. 360,000 tested, 3.2% active; in the data active = activity change below about -30%; note: % is set by controls: 0 for no effect and ±100 for the full control effect
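Inducible Hek293 Trex D1 cells (tetracycline, overnight, 30 C). Calcium dye 30–90 min RT. Antagonist mode: EC80 dopamine added after 180 s compound read.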
D2 PAM = D2 dopamine receptor (human) potentiation | potentiation, % at 10 µM | 340,000 tested, 0.34% active | HEK293 T-REx D2, calcium flux, EC20 dopamine potentiation;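 active = potentiation over 3 SD above the plate norm, cut at about 30% in these data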; note: 0% is about no effect
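Primary screen. Calcium kinetics in induced HEK293 T-REx D2 cells: compound pre-addition 180 s, EC20 dopamine, 180 s more.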
* marks the source's active call; other numbers are inactive results; ? = inconclusive; . = not tested or not shown; [ ] = dose if it differs, or a comment. Unless noted, calls come from the whole dose curve; as a rule, active = well fitted curve in the direction sought with a large enough effect; inconclusive = small, poorly fitted or top-dose-only effect, or another doubt; inactive = no such curve, though single readings can be large; an effect the other way counts as inactive or inconclusive. A portion of the library, so the mix of outcomes need not match the whole.

SMILES | Apoferritin bind | RXFP1 antag | TRHR ag | D1 ag | D1 potentiator | RXFP1 ag | TRHR enhancer | D1 antag | D2 PAM
CC[n+]1cc(-c2ccccc2)nc(N2CCOCC2)n1 | -15% | 18 | 0.7 | 1 | -3 | 2.0% | 3 | 5 | 6
COC(=O)C1CCN(C(=O)COC(=O)c2n[nH]c3ccccc23)CC1 | -13% | -5 | 0.2 | 1 | -7 | 0.3% | 13 | 6 | -5
O=C1C2C3C=CC(C3)C2C(=O)N1c1nccs1 (stereo not given) | 4% | -8 | 0.7 | 3 | 3 | -0.3% | 1 | 4 | 1
O=S(=O)(Nc1cc(S(=O)(=O)N2CCOCC2)ccc1N1CCCC1)c1cccs1 | -9% | 16 | 0.9 | 0 | -6 | 0.1% | 11 | -7 | -2
CC1=C(C(=O)OCc2ccccc2)C(c2ccc([N+](=O)[O-])cc2)NC(=O)N1 (stereo not given) | -16% | -3 | -0.2 | -1 | -1 | -2.0% | 0 | 2 | -13
CCN(CC)C(=O)C[n+]1cccc(/C=N/O)c1 | -3% | -5 | 1.6 | 1 | 7 | 0.6% | -1 | -7 | 8
CC1Cc2ccccc2N1C(=O)CSc1nnc(-c2ccc(S(=O)(=O)N3CCCC3)cc2)o1 (stereo not given) | -22% | 10 | 0.2 | 0 | 16 | 3.4% | 0 | -10 | -2
COC(=O)/C(=C\C(=O)c1ccccc1)Nc1ccc(OC)cc1 | -5% | -13 | 0.6 | 4 | -3 | -1.1% | 22 | -5 | 3
CC(O)c1nc2ccc(Cc3ccc4nc(C(C)O)[nH]c4c3)cc2[nH]1 (stereo not given) | -3% | 7 | -2.0 | 2 | -2 | 3.8% | 2 | 2 | 5
O=C(NCC(=O)N(CCN1CCOCC1)C(C(=O)NC1CCCC1)c1ccccc1)c1cccs1 (stereo not given) | -1% | -13 | 1.3 | 1 | 5 | -2.3% | 3 | -5 | -9
Cc1ccc(C(=O)C2=C(O)C(=O)N(Cc3ccccc3)C2c2cccnc2)o1 (stereo not given) | 5% | 28 | 0.2 | 0 | -3 | ? | 0 | 0 | -6
O=C(CSc1nnc(NC(=O)c2c(F)cccc2F)s1)NC1CC1 | -1% | -6 | 1.2 | 3 | -9 | -1.4% | -1 | -6 | -7
Cc1ccc(C(=O)/C=C/Nc2cccc([N+](=O)[O-])c2)o1 | 8% | 1 | -2.1 | 0 | 0 | -0.1% | 5 | 5 | -2
O=[n+]1c2c(n([O-])c3cc(Br)ccc31)CCC2 | -12% | 10 | -0.7 | 4 | -3 | 3.4% | 13 | 3 | -28
O=C(COC(=O)Cc1cccc(F)c1)NC(=O)NC1CCCCC1 | . | 10 | 0.0 | 3 | -2 | -0.3% | -1 | -6 | -2
COc1ccc(-c2cc(C(=O)OCc3ccccn3)c3ccccc3n2)cc1 | -13% | -6 | 0.7 | 13 | -7 | 0.9% | -9 | -34* | 12
Cc1nn(Cc2cccc(F)c2)c(C)c1NC(=O)c1c(Cl)cnn1C | -8% | -4 | 0.3 | 10 | -4 | 0.7% | 11 | 3 | 10
Cc1ccc(N(C(=O)c2csnn2)C(C(=O)NC2CCCCC2)c2cccnc2)cc1C (stereo not given) | -5% | 1 | 0.2 | 3 | -5 | -1.6% | 2 | -4 | -10
CCOC(=O)c1ccn(-c2nc(-c3ccco3)cc(C(F)(F)F)n2)n1 | -17% | . | -0.1 | -2 | -3 | 0.4% | -4 | 10 | 11
Cc1ccc(-c2noc(-c3ccc(N4CCN(C)CC4)c([N+](=O)[O-])c3)n2)cc1 | -16% | . | 0.1 | 12 | -3 | 2.8% | 0 | -10 | -4
O=C(NCCC1=CCCCC1)C1CCN(C(=O)N2CCOc3ccc(Cl)cc32)CC1 | -10% | -17 | 0.5 | 8 | -4 | 4.4% | -1 | -10 | -10
COC(C(=O)Nc1ccc(Br)cc1F)c1ccccc1 (stereo not given) | -17% | -5 | -0.4 | 0 | 0 | 0.2% | 3 | . | -8
CN(C)c1ccc(Nc2nc(-c3cccnc3)cs2)cc1 | -19% | -17 | 0.0 | 4 | -9 | -0.6% | 0 | -10 | -5
COc1cc(CNC2CCCCCCC2)c(Br)cc1OCCO | -14% | -8 | 1.3 | 4 | -8 | 0.4% | -2 | 4 | 1
NS(=O)(=O)c1ccc(NC(=S)N2CCN(C(=O)C3CCCO3)CC2)cc1 (stereo not given) | -7% | -3 | 0.1 | 0 | -8 | 13% | -1 | 1 | -1
Cc1cc(C)c2c(N)c3ccccc3nc2n1 | 613%[activator] | -2 | 13 | 5 | -2 | -1.8% | -5 | 8 | 4
Cc1ccc(S(=O)(=O)N2CCCOC2CNC(=O)C(=O)NCc2cccs2)cc1 (stereo not given) | -5% | 4 | -0.7 | 2 | 0 | -0.1% | 0 | -1 | 10
CSc1ccccc1NC(=O)Cc1ccc(Br)cc1 | 2% | 5 | -0.1 | 1 | 6 | 3.9% | -1 | 0 | -20
COc1ccc(OCC(=O)NNC(=O)Nc2cccc(Cl)c2)cc1 | -3% | -3 | 0.6 | 0 | 2 | -1.4% | 34* | 1 | 7
O=C(c1cc2ccccc2oc1=O)N1CCN(c2ccc(Cl)cc2)CC1 | -9% | . | 1.7 | 3 | -6 | 0.4% | 7 | -21 | 11
CCOc1ccc(NC(=O)CSc2nnc(C3CC3)n2C)cc1 | -5% | 14 | 1.2 | -1 | -6 | 1.1% | 2 | -19 | -2
Cc1nnc(N2CCOCC2)c2ccccc12 | -2% | 0 | 1.1 | 1 | -2 | 1.3% | 2 | -13 | -2
Cc1ccc2nc(/C(C#N)=C\c3cc(O)ccc3[N+](=O)[O-])[nH]c2c1 | -17% | -6 | 0.2 | 0 | -6 | 2.4% | -3 | 2 | 4
O=C(Nc1ccc(Br)cc1)Nc1ccccc1F | -8% | 3 | 2.2 | 9 | -2 | -2.6% | -8 | -13 | -1
O=C(Nc1ccc(O)c(-c2nc3ccccc3o2)c1)C1(c2ccc(Cl)cc2)CCCC1 | 63%[activator] | -9 | -1.3 | 2 | 0 | 0.6% | 6 | 1 | 5
CN(C)C1=NCCN1CCC1CCCC1 | -2% | . | -0.4 | 2 | -2 | -0.6% | -2 | -4 | -2
COc1ccc(C2=NN(C(=O)CCC(=O)O)C(c3ccccc3OC)C2)cc1 (stereo not given) | 0% | -11 | 1.1 | 2 | -2 | -0.4% | -5 | 0 | 0
C/C(=N\NC(=O)c1cccs1)c1c(O)cc(C)oc1=O | -18% | 4 | -0.5 | 5 | -7 | -0.9% | 10 | -23 | 4
COc1ccccc1CCNC(=O)C(=O)NCC(c1ccco1)S(=O)(=O)c1ccc(C)cc1 (stereo not given) | 2% | -18 | -0.1 | 3 | -4 | 1.0% | -7 | . | -7
CNc1ccc(/C=C/C(=O)c2ccc3c(c2)OCCO3)cc1[N+](=O)[O-] | -8% | -15 | -0.6 | 2 | 2 | 3.3% | -20 | -7 | -8

TRHR enhancer, entries above that show a hit
SMILES | RXFP1 antag | TRHR ag | D1 ag | D1 potentiator | RXFP1 ag | TRHR enhancer | D1 antag | D2 PAM
COc1ccc(OCC(=O)NNC(=O)Nc2cccc(Cl)c2)cc1 | -3 | 0.6 | 0 | 2 | -1.4% | 34* | 1 | 7

Additional results follow.
SMILES | Apoferritin bind | RXFP1 antag | TRHR ag | D1 ag | D1 potentiator | RXFP1 ag | TRHR enhancer | D1 antag | D2 PAM
Cn1c(=O)c2c(nc(NCc3ccco3)n2Cc2ccccc2Cl)n(C)c1=O | -5% | -27 | -0.9 | 2 | -1 | 4.6% | 0 | 14 | -4
COc1ccc(-c2nn(-c3ccccc3)cc2/C=N/O)cc1 | -10% | 2 | 0.8 | 2 | -9 | -2.2% | -5 | -6 | -3
COc1ccc(NC(=O)Cn2c(=O)n(-c3ccc(Cl)cc3)c(=O)c3c(C)c(C(=O)N(C)C)sc32)cc1Cl | -5% | -31 | 0.9 | 5 | -1 | -0.7% | 2 | -1 | 0
Cn1cc(C2=C(c3ccc(Cl)cc3Cl)C(=O)NC2=O)c2ccccc21 | -16% | . | 48* | 145* | 2 | 7.5% | 5 | 23 | 10
COc1ccc(C(=O)O)cc1S(=O)(=O)Nc1ccc(Oc2ccccc2)cc1 | . | -13 | -0.1 | 1 | 0 | -0.2% | 6 | 7 | 3
O=C(CCCc1nc(-c2ccc(Cl)cc2)no1)Nc1cccnc1 | -8% | 17 | -0.5 | 23 | -7 | -0.7% | 1 | -28 | .
CCn1nc(C(=O)OCC(=O)NCCN2C(=O)CSC2=O)c2ccccc2c1=O | -8% | 5 | 0.2 | 0 | 1 | 25% | 2 | 14 | -1
Cc1ccc(N=C2SC(C(=O)NCCc3ccccc3)CC(=O)N2C)cc1C (stereo not given) | -23% | 3 | -0.5 | 0 | 6 | -0.5% | 1 | -2 | 6
CN(C)S(=O)(=O)c1ccc(N2CCCC2)c(C(=O)Nc2ccc(C(N)=O)cc2)c1 | . | 0 | 0.1 | 2 | -9 | 0.7% | -4 | -19 | -1
CCOC(=O)c1c(C)[nH]c(C2=NNC(=NC3CC3)SC2)c1C | -20% | 2 | -0.7 | 2 | 3 | 8.7% | 2 | -16 | 1
COc1ccc2[nH]c3c(=O)n(CCCCC(=O)N4CCCC4)c(=S)[nH]c3c2c1 | -1% | -107* | -0.6 | 1 | -8 | 3.1% | 7 | -1 | 4
CC(CC(=O)N(C)CC(=O)Nc1ccc(N2CCOCC2)cc1)c1ccccc1 (stereo not given) | . | -12 | 0.4 | 1 | -4 | -0.6% | -4 | 7 | -8
Cc1cc(C)cc(NC(=O)NCc2noc3ccccc23)c1 | -3% | -6 | -0.1 | 3 | 2 | 1.1% | 22 | -18 | -10
CCCC[C@@H]1C[C@H]1[C@@H](NC(=O)c1ccco1)c1ccc(Cl)cc1 | 1% | . | 1.0 | 7 | -2 | -0.1% | -2 | 10 | 1
O=C(CCCn1c(=O)[nH]c2cc(Cl)ccc2c1=O)NC1CCCCCC1 | ? | 11 | -1.1 | 4 | 2 | 1.6% | -6 | -11 | -6

In the list so far, 2 contain a COOH group:
SMILES | Apoferritin bind | RXFP1 antag | TRHR ag | D1 ag | D1 potentiator | RXFP1 ag | TRHR enhancer | D1 antag | D2 PAM
COc1ccc(C2=NN(C(=O)CCC(=O)O)C(c3ccccc3OC)C2)cc1 (stereo not given) | 0% | -11 | 1.1 | 2 | -2 | -0.4% | -5 | 0 | 0
COc1ccc(C(=O)O)cc1S(=O)(=O)Nc1ccc(Oc2ccccc2)cc1 | . | -13 | -0.1 | 1 | 0 | -0.2% | 6 | 7 | 3

Source: PubChem BioAssay (National Center for Advancing Translational Sciences (NCATS))
